F508del_corr = CFTR F508del correction in bronchial cells | activity (quench increase), % at 7.58 µM | hit rate 0.36% among 350,000 | CFBE cells, YFP halide quenching; stimulated with forskolin plus potentiator P3; % fluorescence drop versus neutral controls;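 active means mean added fluorescence quench of at least 8% versus neutral control, with both replicates also reaching 8%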;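 further: cells transiently co-express mutant CFTR-F508del with the halide-sensitive YFP; corrector assay measuring rescue of mutant channel to the surface after 24 h compound exposure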
FN_deposit_inh = fibronectin deposition inhibition | hit rate 0.086% among 350,000 | inhibition, % at 12.6 µM | AH1F fibroblasts, Alexa488-fibronectin deposition fluorescence, overnight;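 active means mean inhibition across replicates of 30% or more, regardless of how many single replicates reach that level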;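 further: positive control wells lacked labelled fibronectin entirely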
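test system = AH1F fibroblasts assembling fluorescent fibronectin matrix | quantity = 10000 AH1F cells per well | buffer or medium = DMEM plus 2% serum, read in PBS | doses = single dose, pinned | incubation = 1 h cell attachment, overnight exposure to compound and label | detection = fluorescence at 485 nm excitation, 525 nm emission | read-out basis = inhibition from reduced deposited-fibronectin fluorescence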
PglD_inh = inhibitors of Campylobacter jejuni PglD acetyltransferase. hit rate 0.098% among 360,000. inhibition, % at 12.5 µM. purified PglD enzyme, DTNB colorimetric CoA detection; in the data active means inhibition above about 16%, passing the limit was not always enough; further: strong numbers were not always called active
Cneo_AK_release = Cryptococcus neoformans lysis via adenylate kinase release; C. neoformans lysis, adenylate kinase release luminescence, 4 h; normalised: neutral wells 0, clomiphene wells 100; lysis activity, % at 15 µM; hit rate 0.2% among 360,000;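 active means mean lysis activity across replicates of at least 80%, whatever share of replicates individually reach that level; inactive means mean lysis activity below 80%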
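Material – log-phase Cryptococcus neoformans yeast cells · Input – 5 × 10^6 yeast cells/mL · Medium – fresh YPD growth medium · Doses – single compound concentration per well · Timing – static 4 h at 37 °C with compound, 1 h detection · Detection – adenylate kinase release luminescence · Read-out – signal increase indicating cell lysis · Control set – Clomiphene as positive lysis control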
C2C12_statin = suppressors of simvastatin-induced myotoxicity in C2C12 myotubes; hit rate 0.78% among 330,000; rescue of ATP level, % at 7.49 µM; AID 602340; ATP luminescence, 48 h; scaled: DMSO 0, geranylgeraniol control 100;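 active means mean ATP rescue above about 67%, or every replicate alone reaching that limit, limit read from the data, passing the limit was not always enough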;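 further: myotubes were challenged with 10 µM simvastatin during compound exposure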
miR-122_sensor = inhibitors of miR-122 in Huh7 cells; Huh7 miR-122 Renilla luciferase sensor, 48 h; neutral wells = 0, positive control = 100; activation (reporter increase), % at 12.5 µM; AID 602342; hit rate 0.3% among 340,000;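 active means mean replicate activation score at least 90 and every replicate individually at or above 90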;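 further: higher luciferase means less miR-122 activity so hits act as miR-122 inhibitors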
PGC1a_acetyl_inh = PGC1a acetylation modulation, inhibitor mode; inhibition, % at 15.6 µM; hit rate 0.17% among 350,000; U2OS PGC1a acetylation, AlphaScreen anti-acetyl-lysine; with virally co-expressed GCN5 acetyltransferase;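 active means every replicate shows inhibition of at least 40%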;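 further: 0% = neutral control wells and 100% = positive control wells; some results beyond the cut were filed as inactive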
* marks the source's active call; other numbers are inactive results.

SMILES F508del_corr FN_deposit_inh PglD_inh Cneo_AK_release C2C12_statin miR-122_sensor PGC1a_acetyl_inh
O=C(CCN1CCN(CCO)CC1)N1c2ccccc2Sc2ccc(C(F)(F)F)cc21 -2.3 -1 3 2 -15 -3 5

Assay outcomes: PubChem, Broad Institute

The list is partial. The share of hits here may be higher or lower than overall.
